Mot1-301 SUMO = yeast Mot1-301 growth rescue at high temperature, primary screen, SUMOylation pathway inhibitor project, S. cerevisiae, ATP luminescence, 38.5C. S. cerevisiae Mot1-301 growth rescue; percent above DMSO median, 100 means doubled. growth rescue, % at 18.8 µM. 320,000 tested, 1% active. AID 2716, 2010;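 active = every valid replicate shows activation above 250% relative to neutral control wells; inactive = the rest, any valid replicate at or below 250%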;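 also: OY570 slx delta 5 strain wells were the positive control but not used for scaling; some compounds called inactive have numbers as strong as hits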
dFosB activator = activators of delta FosB homodimer, primary screen, biochemical, fluorescence polarization, TAMRA-CDK5 oligo, single point; activation, % at 25 µM; 340,000 tested, 0.99% active; purified delta FosB; percent of positive-control signal above neutral wells;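 active = mean activation above about 17%, with every replicate also reaching it, limit read from the data, passing the limit was not always enough; inconclusive = only one of the two conditions met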;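 also: fluorescence polarization rise as delta FosB binds a TAMRA Cdk5 AP-1 oligo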
LANA DNA inh = inhibitors of KSHV C-LANA binding to DNA, primary screen, biochemical, fluorescence polarization, FAM-LBS DNA, MBP-C-LANA, single point. Kaposi's sarcoma herpesvirus LANA C-terminal domain (residues 932-1162) DNA binding. inhibition, % at 9 µM. AID 504423, 2011. 340,000 tested, 0.078% active;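 active = highest replicate inhibition at or above 60% at 9 µM, even if other replicates fall short; inactive = all replicates below 60% inhibition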;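 also: 0% = neutral control wells and 100% = 4 µM acridine orange control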
Keap1 Nrf2 FP = Keap1-Nrf2 protein-protein interaction inhibitors, primary screen, biochemical, fluorescence polarization, single point; inhibition, % at 9.4 µM; Kelch-like ECH-associated protein 1 (Homo sapiens), Q14145; Keap1 Kelch-Nrf2 peptide fluorescence polarization, 1536-well; AID 504523, 2011; 340,000 tested, 0.15% active; in the data active = inhibition above about 12%; inconclusive = no clear call, values can overlap the other calls; inactive = below about 7.3%;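 also: human Keap1 Kelch domain with fluorescein labeled Nrf2 9mer peptide probe; 0% = neutral control wells and 100% = peptide positive control; higher means more block of Keap1 binding to Nrf2 peptide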
Target sequence (Q14145 whole entry, looked up, the tested form may be a part): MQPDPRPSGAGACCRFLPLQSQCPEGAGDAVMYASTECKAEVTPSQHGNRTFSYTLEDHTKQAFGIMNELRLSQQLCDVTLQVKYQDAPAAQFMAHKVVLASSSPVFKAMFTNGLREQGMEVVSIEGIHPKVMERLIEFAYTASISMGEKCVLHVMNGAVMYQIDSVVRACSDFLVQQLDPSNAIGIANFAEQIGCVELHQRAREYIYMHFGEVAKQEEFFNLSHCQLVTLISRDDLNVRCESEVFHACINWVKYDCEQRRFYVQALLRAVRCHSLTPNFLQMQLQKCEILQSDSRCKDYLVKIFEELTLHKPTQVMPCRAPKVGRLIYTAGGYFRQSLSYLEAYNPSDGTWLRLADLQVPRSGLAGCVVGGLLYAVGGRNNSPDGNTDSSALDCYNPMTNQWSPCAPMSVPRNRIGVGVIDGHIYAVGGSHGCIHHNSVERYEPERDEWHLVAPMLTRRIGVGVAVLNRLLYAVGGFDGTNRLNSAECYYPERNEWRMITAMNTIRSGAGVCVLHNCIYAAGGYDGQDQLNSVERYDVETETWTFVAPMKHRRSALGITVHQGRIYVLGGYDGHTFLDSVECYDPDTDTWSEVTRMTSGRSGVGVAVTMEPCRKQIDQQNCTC
NSD2 inh = NSD2 histone methyltransferase inhibitors, primary screen, biochemical, AlphaScreen, single concentration, set 2; inhibition, % at 12.5 µM; 310,000 tested, 0.54% active; Histone-lysine N-methyltransferase NSD2 (Homo sapiens), O96028; NSD2 peptide methylation, 120 min; AID 743445, 2014; in the data active = inhibition above about 50%
Rtt109 HAT inh = inhibitors of C. albicans Rtt109/Vps75 HAT, primary screen, biochemical, ThioGlo CoA-SH fluorescence, plate reader; 330,000 tested, 0.16% active; purified Rtt109/Vps75, 4 h; Histone acetyltransferase RTT109 (Candida albicans (strain SC5314 / ATCC MYA-2876)), …; inhibition, % at 34.9 µM; AID 540336, 2011;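 active = inhibition of at least 50% in every replicate; inconclusive = best replicate reaches 50% inhibition but some replicates fall short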
Target sequence (Q5AAJ8 whole entry, looked up): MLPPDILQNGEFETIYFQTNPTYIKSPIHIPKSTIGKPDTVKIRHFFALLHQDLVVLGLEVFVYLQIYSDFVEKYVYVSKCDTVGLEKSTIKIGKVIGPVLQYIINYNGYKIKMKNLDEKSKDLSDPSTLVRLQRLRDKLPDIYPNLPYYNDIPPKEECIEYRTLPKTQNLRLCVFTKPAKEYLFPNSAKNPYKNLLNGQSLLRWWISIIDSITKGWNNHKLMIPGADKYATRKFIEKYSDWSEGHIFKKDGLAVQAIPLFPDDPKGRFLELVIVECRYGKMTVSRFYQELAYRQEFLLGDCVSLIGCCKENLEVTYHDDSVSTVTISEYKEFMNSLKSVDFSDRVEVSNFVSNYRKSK
PfHsp90 set2 = growth inhibition of PfHsp90-expressing yeast, primary screen, antimalarial PfHsp90 inhibitor project, S. cerevisiae, BacTiter-Glo luminescence, single point, set 2. inhibition, % at 9.4 µM. BacTiter-Glo ATP, 48 h; yeast lacking PDR1 and PDR3 efflux regulators. 310,000 tested, 0.32% active;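 active = every replicate shows inhibition above about 80%, whatever the replicate mean, limit read from the data; inconclusive = mean inhibition reaches the set limit but some replicate falls short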;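 also: 0% = DMSO neutral controls and 100% = 20 µM radicicol positive controls; yeast relying on Plasmodium falciparum Hsp90 in place of its own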
RTF Ca sens inh = cardiac RTF calcium sensitivity inhibitors, primary screen, biochemical, IANBD-TnC fluorescence, EC70 calcium. inhibition, % at 7.15 µM. 340,000 tested, 0.12% active. Troponin I, cardiac muscle (Homo sapiens) + Troponin T, cardiac muscle (Homo sapiens) + …. IANBD-labeled cardiac RTF, Ca2+ fluorescence;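 active = inhibition above the mean inhibition of all tested compounds plus 3 SD, cut at about 17% in these data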;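 also: assay run at fixed EC70 calcium of 1.6 mM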
PvdQ inh = P. aeruginosa PvdQ acylase inhibitors, primary screen, biochemical, fluorescence, plate reader and imaging, single point; purified PvdQ acylase; inhibition, % at 10 µM; 340,000 tested, 0.063% active; in the data active = inhibition above about 30%, passing the limit was not always enough; inconclusive = no clear call, values can overlap the other calls;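 also: 0% = vehicle neutral wells and 100% = reference inhibitor wells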
CDK5 inh = inhibitors of human CDK5/p35 kinase, primary screen, biochemical, single concentration; inhibition, % at 10 µM; Recombinant CDK5/p35, ADP-Glo luminescence, 60 min; 330,000 tested, 0.01% active;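 active = highest replicate inhibition of at least 50% and at least 75% of replicates reaching 50%; inconclusive = only one of the two criteria met; inactive = both criteria failed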;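 also: plate controls were DMSO neutral control for no effect and GW8510 at 10 µM for full effect; many of its hits are not listed in these tables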
RTF Ca sens act = cardiac RTF calcium sensitivity activators, primary screen, biochemical, IANBD-TnC fluorescence, EC20 calcium | Troponin I, cardiac muscle (Homo sapiens) + Troponin T, cardiac muscle (Homo sapiens) + … | IANBD-labeled TnC RTF fluorescence at EC20 calcium; 0% EC20 calcium, 100% full calcium | activation, % at 7.2 µM | 340,000 tested, 0.24% active;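 active = activation above the mean over all tested compounds plus 3 SD, cut at about 30% in these data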;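 also: rise in fluorescence read as greater calcium sensitivity of cardiac thin filaments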
The depositor's hits bear a star; ? = inconclusive; nt = not tested or not shown.

smiles	Keap1 Nrf2 FP	Mot1-301 SUMO	PvdQ inh	NSD2 inh	dFosB activator	RTF Ca sens act	LANA DNA inh	Rtt109 HAT inh	CDK5 inh	RTF Ca sens inh	PfHsp90 set2
CCOC(=O)c1ccc(N2CN(CCc3ccccc3)CNC2=S)cc1	0	-26	0	0	-4	-8	0.0	4	-2.4	-1	18
Cc1cccc(OCc2nnc(SCC(=O)Nc3cc(C)on3)n2C)c1	-3	-8	-15	-4	?	-8	-0.6	3	-2.6	-6	-11
COc1ccc(C2CC(c3ccc(F)cc3)n3nc(NC(=O)c4ccco4)nc3N2)cc1 (centres undefined)	-8	-8	-15	2	-11	-3	0.0	7	0.0	-3	-9
O=C(c1ccc([N+](=O)[O-])s1)N1CCc2ccccc2C1	-10	88	-14	-1	-2	0	0.0	2	2.4	-9	0
CCCc1cc(-n2ccnc2C)n2c(nc3ccccc32)c1C#N	0	36	-12	6	-6	-2	3.1	-10	1.4	-3	13
O=C(Nc1ccc2c(c1)OCO2)C1CC(c2ccc(Cl)cc2)=NO1 (centres undefined)	-4	5	-8	-3	3	-2	0.0	0	-1.7	3	-11
CNC(=O)C1CCN(S(=O)(=O)c2c(C)noc2/C=C/c2ccccc2F)CC1	4	-3	7	nt	-12	-4	2.0	-16	-0.2	-7	9
O=C(NNC(=O)c1ccco1)c1csc(N2CCOCC2)n1	0	-6	-6	0	0	-1	-1.4	-1	-1.0	4	-9
O=C(NC1CC2CCCC(C1)N2CC(=O)N1CCCc2ccccc21)C1CCCCC1 (centres undefined)	2	14	0	-2	-2	-4	-0.6	6	1.6	-1	-17
CCCNC(=O)c1ccccc1NC(=O)c1cccc(-n2cnnn2)c1	-2	-8	6	41	-9	3	0.4	13	1.2	7	-4
Cc1onc(-c2ccccc2Cl)c1C(=O)Nc1ccc(Br)cc1	3	-6	-7	-12	0	2	-2.0	-2	0.2	3	-27
Cc1cccc(C)c1OCc1cc(C(=O)N(C)CCc2ccccn2)no1	-6	0	-15	-1	-2	5	-2.4	-6	2.4	0	5
N#Cc1ccccc1COC(=O)c1cccnc1N	-5	-7	-15	-2	-2	4	1.1	-5	1.9	-12	17
CCOCCCNC(=O)/C=C1\Sc2ccccc2N(Cc2ccccc2F)C1=O	-3	-4	5	nt	1	0	0.1	-14	-1.2	0	5
C[C@@H]1CC[C@H]2C(=O)N3[C@@H](CC[C@@H](C)[C@@H]3c3ccc(Br)cc3)C(=O)N2[C@H]1c1ccc(Br)cc1	1	-2	-12	nt	4	7	-1.7	0	3.4	-9	16
COc1ccc(-n2c(=O)c3ccccc3n(CC(=O)NC3CCCCC3)c2=O)cc1	3	6	1	-6	15	-5	2.2	-3	-1.6	5	2
O=Cc1c(NCc2cccc(F)c2)c2ccccc2[nH]c1=O	-8	18	-15	9	-5	-5	-3.1	2	1.5	-6	13
COc1ccc(C(C)=O)cc1COC(=O)c1ccc2c(c1)OCO2	-8	-18	-15	-3	-5	-1	-0.1	nt	1.3	-5	-32
O=C(COC(=O)c1ccc(Br)o1)Nc1nc2ccccc2s1	0	37	1	0	-6	-5	-0.1	7	0.4	0	nt
Cc1ccc(N(C(=O)CNC(=O)c2ccco2)C(C(=O)NC2CCCCC2)c2ccncc2)c(C)c1 (centres undefined)	-3	-5	-15	-3	-8	-5	-1.6	0	2.1	-6	-1
NC(=O)C[n+]1cccc2ccccc21	?	-2	9	-1	3	14	19	0	0.1	-28	-4
O=C(O)C(Cc1c[nH]c2ccccc12)NS(=O)(=O)c1cccc(Cl)c1Cl (centres undefined)	-4	-16	-9	13	-9	4	0.7	3	-0.1	-4	-23
N#CC(C#N)=C1c2cc(S(=O)(=O)NCCO)ccc2-c2ccc(S(=O)(=O)NCCO)cc21	-3	13	-7	10	-1	1	-1.5	-4	0.5	2	-14
Cc1ccc(Cl)cc1NC(=S)N1CCCCCC1	0	132	3	1	6	-2	-2.0	12	1.4	-2	4
CC1(C)Cc2c(ccc3ccccc23)C(c2cc3ccccc3oc2=O)=N1	-5	21	-8	0	1	1	0.4	-4	-0.7	0	-8
Cc1ccc2cc(CN(C(=O)c3cccnc3)C(C)C)c(=O)[nH]c2c1	0	-15	-6	3	-3	-2	-0.1	-7	-0.7	-1	10
COc1cc(NC(=O)NC2Cc3ccccc3C2)cc(OC)c1	0	-13	-18	0	-4	10	-0.7	-8	-0.4	-3	13
CC1(C)C(=O)OC(c2cccn2-c2ccc([N+](=O)[O-])cc2)C2(CCCCC2)C1=O (centres undefined)	-5	188	-6	2	-3	-1	0.5	-9	-1.0	-14	-11
COCCN(CCOC)C(=S)Nc1ccccc1	1	6	10	-4	0	0	0.3	-3	0.3	3	8
CN(C(=S)NCCN1CCOCC1)C(c1ccccc1)c1ccccc1	-1	0	1	1	-8	0	-0.4	10	0.3	5	-1
Cc1cc(C(=O)OCC(=O)Nc2ccccc2)c(C)o1	6	nt	6	-1	-2	5	0.5	8	-1.8	-3	nt
CC12C(=O)N(c3nccs3)C(=O)C1C1C=CC2C1 (centres undefined)	1	2	-9	1	4	4	1.0	1	0.4	2	-1
CC(=Nc1ccc(C)cc1C)c1sc2ccccc2c1O	0	-13	1	-10	-5	9	-0.3	nt	-0.1	-8	-11
CC(C)(C)n1ncc2c(=O)n(CC(=O)NCc3ccc(F)cc3)cnc21	-6	5	-19	0	-7	3	-1.1	2	0.2	4	23
CC(C)Oc1ccccc1C1CC(=O)Nc2cc3c(cc21)OCO3 (centres undefined)	-3	2	-11	8	-7	0	0.0	-22	-0.8	-5	8
SC(COCc1ccccc1)CN1CCN(Cc2ccc3c(c2)OCO3)CC1 (centres undefined)	-4	-29	-14	nt	-5	4	1.2	1	-3.9	-37	22
CN(C)c1ccc(C2/C(=C(/O)c3ccccc3)C(=O)C(=O)N2CCCC(=O)O)cc1 (centres undefined)	-5	-16	-6	1	-3	9	3.3	4	0.0	0	6
Nc1nc(N)nc(-c2cc(C(F)(F)F)ccc2Cl)n1	-5	-2	-6	nt	-4	-6	2.4	-12	0.5	5	-4
BrC(=C\c1ccccc1)/C=N/Nc1nc2ccccc2[nH]1	-5	28	-4	-4	-1	5	3.0	8	-3.6	3	31
O=C(Nc1ccc(S(=O)(=O)N2CCCC2)cc1)c1ccc(F)cc1	-2	nt	-7	-2	-5	-4	-0.1	-3	-9.4	-15	11
Cc1cc(N2C(=O)C(O)=C(C(=O)c3ccco3)C2c2ccc([N+](=O)[O-])cc2)no1 (centres undefined)	-1	-1	12	3	-5	-5	2.8	35	-0.3	-5	-6
COc1ccc(C2c3ccc4ccccc4c3Oc3ncn(CCO)c(=N)c32)cc1OC (centres undefined)	-6	21	-2	nt	-28	-1	-2.2	-3	-7.1	-5	-14
CC(C)C[C@@]12C(=O)N(c3cccc(F)c3)C(=O)N1[C@H](c1ccc(F)cc1)[C@@H]1C(=O)N(C3CCCCC3)C(=O)[C@@H]12	-4	1	1	nt	-3	-4	1.1	5	-1.6	-9	2
OC(CNCc1cccnc1)COc1ccc2ccccc2c1 (centres undefined)	1	4	9	9	2	-3	1.6	-3	0.6	-7	-7
Cc1[nH]n(-c2ccccc2)c(=O)c1C=Nc1cnc2ccccc2c1	-2	-20	-11	2	3	3	1.1	3	-0.9	-9	-9
COc1ccc(CC(=O)NC(C)c2nnc(SCc3nc4ccccc4c(=O)[nH]3)n2C)cc1 (centres undefined)	-4	14	-16	-1	-3	4	-0.1	-8	1.2	6	14
COc1ccc(NCc2cc(=O)oc3cc(NC(C)=O)ccc23)cc1	-2	-2	-4	11	5	0	-1.6	3	0.3	-3	-16
O=S(N1CCc2ccccc21)C12CC3CC(CC(C3)C1)C2 (centres undefined)	-2	13	-4	2	-3	-3	1.3	0	1.5	-3	19
Cc1cc(C)c(C)c(S(=O)(=O)NCc2cccnc2)c1C	-4	215	-11	0	-7	7	-0.5	16	1.4	-5	-2
Cc1cc2oc(=O)cc(Cn3ccnc3)c2cc1C	-2	-5	2	-1	-4	-1	-2.7	10	-2.4	3	nt
CC(C)(C)NC(=O)CN(C(=O)Cn1nnc(-c2ccccc2F)n1)c1cccc2c1CCCC2	-3	nt	0	-1	-10	1	-0.6	-3	-1.2	-3	-8
COc1ccc(C=NNC(=O)CCCC(=O)NN=Cc2ccc(OC)c(O)c2)cc1O	-2	nt	-13	1	2	7	1.4	-7	-1.2	-2	22
O=S(=O)(c1ccc2c(c1)OCCO2)N1CCC(c2nc3ccc(Cl)cc3[nH]2)CC1	-1	11	0	nt	-9	1	3.2	10	1.0	3	-6
Cc1ccc(NC(=S)NCc2ccc(S(N)(=O)=O)cc2)c(C)c1	-5	1	-1	0	-2	0	-0.5	0	-1.6	-17	-4
S=c1[nH]nc(C2COc3ccccc3O2)o1 (centres undefined)	-1	nt	-4	-1	-2	3	-2.2	3	-0.8	-3	5
Cc1c(C(=O)O)cccc1-c1ccc(/C=C2/NC(=O)N(c3ccccc3)C2=O)o1	-5	15	5	nt	-2	9	1.4	-14	-1.3	-2	-6
COc1ccc(OC)c(Nc2cc(C)c3ccccc3n2)c1	1	2	-21	-1	0	3	0.5	3	1.0	-5	-31
COc1ccccc1NC(=O)Nc1c(C)n(C)n(-c2ccccc2)c1=O	-1	-19	-9	0	1	12	-0.1	-5	-5.8	0	-9

Source: PubChem BioAssay
